# Screening data as filed in PubChem BioAssay.
# TRPV1 ag: agonists of human vanilloid receptor 1 (TRPV1) | Q8NER1 | TRPV1-expressing cells, Fluo-8 calcium influx, agonist mode | activation, % at 8.33 µM | 320,000 tested, 0.19% active; in the data active means activation above about 80%; inconclusive means between about 30% and that limit; further: 0% is about no effect
#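 Fluo-8 calcium influx in TRPV1-expressing cells, kinetic read (ex 480/em 520 nm). Compound added and read 3 min for agonist activity, followed by capsaicin at EC20 final and 2 min further read for enhancement.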
# Rab9 promoter act: activates the Rab9 promoter; Huh7 Rab9 promoter-luciferase reporter, luminescence, 24 h; Potency, µM (series often up to 9.22 µM), without a hit: top-dose activation, negative = inhibition, usual class: activators; 320,000 tested, 2.8% active; further: potency means the concentration at half of the fitted maximal effect; % of control where 0% means no effect; nearly all actives have a fitted effect of over 60% in size
#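 Quantitative HTS format; Huh7 Rab9-luciferase reporter cells (1500/well) receive compound 2 h post-plating, incubate 24 h at 37 °C, then get luciferase reagent for 10 min before luminescence reading.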
# Tb PFK block: T. brucei PFK enzyme inhibition; O15648; T. brucei PFK, ADP-Glo luminescence; Potency, µM (top dose mostly 57.5 µM), for inactives: at the top dose activity, negative = inhibition, hits mostly inhibitors; 330,000 tested, 0.17% active;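 further: potency means the concentration at half of the fitted maximal effect; 0% = uninhibited 1x PFK enzyme wells and -100% = no-enzyme wells; nearly all actives have a fitted effect of over 60% in size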
# Target sequence (O15648 whole entry, looked up): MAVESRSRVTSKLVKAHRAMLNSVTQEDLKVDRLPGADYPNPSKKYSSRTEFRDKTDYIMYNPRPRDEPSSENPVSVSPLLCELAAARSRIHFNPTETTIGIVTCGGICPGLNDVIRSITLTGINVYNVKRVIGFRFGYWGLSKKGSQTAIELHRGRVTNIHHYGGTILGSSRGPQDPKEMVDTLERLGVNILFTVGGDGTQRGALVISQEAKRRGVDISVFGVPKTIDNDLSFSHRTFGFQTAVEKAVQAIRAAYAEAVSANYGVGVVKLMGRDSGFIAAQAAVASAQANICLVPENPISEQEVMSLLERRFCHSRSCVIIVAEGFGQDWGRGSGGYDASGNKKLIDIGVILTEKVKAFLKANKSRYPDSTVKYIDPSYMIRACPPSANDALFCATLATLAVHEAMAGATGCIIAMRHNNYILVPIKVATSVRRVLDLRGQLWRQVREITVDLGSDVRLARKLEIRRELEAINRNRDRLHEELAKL
#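 Activity is normalized to no-enzyme wells (full inhibition) and 1.25 nM enzyme wells (no inhibition). Reaction: 0.5 mM F6P, 0.1 mM ATP, 45 min RT, ADP-Glo luminescence; concentration-response curves fitted and classed by quality.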
# ELG1 genotoxic: induces genotoxicity in HEK293T cells with luciferase-tagged ELG1; HEK293T ELG1-luciferase reporter, luminescence, 16 h; Potency, µM (titrated, usually from 46 µM), without a hit: at the highest dose activity change, positive = activation, usual class: activators; 330,000 tested, 1.3% active; AID 504466; further: potency means the concentration at half of the fitted maximal effect; % of control where 0% means no effect; nearly all actives have a fitted effect of over 60% in size
#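 Genotoxic stress is detected as increased luminescence from luciferase-tagged ELG1 in HEK293T cells, measured with ONE-Glo after a 16 hr treatment at 37 °C.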
# FLuc modulator: inhibits or activates purified firefly luciferase, miR-21 counter-screen; P08659; purified FLuc, Km substrates, luminescence inhibition; Potency, µM (titrated, usually from 57.5 µM), without a hit: at the top dose activity change, negative = inhibition, actives largely listed as inhibitors; 360,000 tested, 6.9% active; AID 588342;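 further: potency means the concentration at half of the fitted maximal effect; plate controls were vehicle for no effect and reference inhibitor for full effect; nearly all actives have a fitted effect of over 55% in size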
#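 Purified P. pyralis luciferase, 10 nM final, with Km-level 10 uM D-luciferin and 10 uM ATP in 50 mM Tris acetate pH 7.5, 10 mM Mg acetate, 0.01% Tween-20, 0.05% BSA; 6-point qHTS titration about 60 µM downward; luminescence read.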
# p53 reactivation: mutant p53 re-activation in reporter cells. H1299 p53-A138V BP100-luciferase reporter, luminescence, 24 h. Potency, µM (series often up to 92.2 µM), inactives show top-dose activity change, positive = activation, actives largely listed as activators. 320,000 tested, 0.063% active. AID 504706; further: potency means the concentration at half of the fitted maximal effect; % of control where 0% means no effect; nearly all actives have a fitted effect of over 45% in size
#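 H1299 (p53-null), stable ts p53-A138V + BP100-Luc; 1000 cells/well, Opti-MEM/10% FBS; cpd 4 pt, 1:5; 24 h, 37 deg C, 5% CO2; detection reagent 10 min RT; luminescence.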
# ELG1 DNA repair: ELG1-dependent DNA repair inhibition | AID 504467 | HEK293T ELG1-luciferase reporter, luminescence, 16 h; DNA damage induced by 5-fluorouridine | Potency, µM (titrated, usually from 46.1 µM), for the others: at the top dose activity change, negative = inhibition, usual class: inhibitors | 330,000 tested, 2.3% active; further: potency means the concentration at half of the fitted maximal effect; on the % scale 0 is the no-effect control and ±100 the full control effect; nearly all actives have a fitted effect of over 55% in size
#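 Luminescence from the luciferase reporter, measured 30 min after ONE-Glo reagent at room temperature, was the read-out. Beforehand, 2,000 cells per well were exposed for 16 hr at 37 °C to 5-fluorouridine together with compound or vehicle.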
# Gal4-VP16 FLuc: Gal4-VP16 reporter inhibition counter-screen; Drosophila S2 Gal4-VP16 UAS-luciferase, luminescence, 20 h; Potency, µM (series often up to 53.6 µM), without a hit: top-dose activity, negative = inhibition, hits mostly inhibitors; 310,000 tested, 3.5% active;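 further: Gal4-VP16 expression switched on by copper sulfate through the metallothionein promoter; potency means the concentration at half of the fitted maximal effect; on the % scale 0 is the no-effect control and ±100 the full control effect; nearly all actives have a fitted effect of over 50% in size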
# RORgamma inh: ROR gamma (mouse) transcription inhibition | P51450 | Drosophila S2 Gal4-RORgamma UAS-luciferase reporter, 20 h | Potency, µM (top dose mostly 53.6 µM), without a hit: top-dose activity change, negative = inhibition, hits mostly inhibitors | 310,000 tested, 5.4% active | AID 2551; further: potency means the concentration at half of the fitted maximal effect; on the % scale 0 is the no-effect control and ±100 the full control effect; nearly all actives have a fitted effect of over 60% in size
# Target sequence (P51450 whole entry, looked up, the tested form may be a part): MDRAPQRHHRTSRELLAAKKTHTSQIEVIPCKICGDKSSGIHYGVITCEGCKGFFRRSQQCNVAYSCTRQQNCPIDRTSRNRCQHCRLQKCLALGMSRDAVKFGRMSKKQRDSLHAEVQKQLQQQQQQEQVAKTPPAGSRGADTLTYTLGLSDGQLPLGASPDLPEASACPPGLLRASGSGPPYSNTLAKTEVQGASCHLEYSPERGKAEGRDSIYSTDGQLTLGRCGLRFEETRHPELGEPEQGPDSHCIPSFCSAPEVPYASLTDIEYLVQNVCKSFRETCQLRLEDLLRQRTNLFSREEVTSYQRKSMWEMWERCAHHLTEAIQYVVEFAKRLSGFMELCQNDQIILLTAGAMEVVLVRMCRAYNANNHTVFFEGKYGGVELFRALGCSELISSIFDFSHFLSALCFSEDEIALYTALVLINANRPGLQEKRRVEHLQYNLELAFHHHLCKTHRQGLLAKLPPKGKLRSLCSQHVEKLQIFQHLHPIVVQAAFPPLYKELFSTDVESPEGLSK
#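 Compounds are pin-transferred onto Drosophila Schneider cells expressing a copper-inducible Gal4–ROR gamma transactivation domain fusion. After 1 hr, copper sulfate is added to 700 uM final; luciferase is read 20 hr later.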
# NPC1 prom act: NPC1 promoter activation. Huh7 NPC1 promoter luciferase reporter, 24 h. Potency, µM (doses to about 9.22 µM), without a hit: at the top dose activation, usual class: activators. 320,000 tested, 2.4% active. AID 485313;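 further: potency means the concentration at half of the fitted maximal effect; % of control where 0% means no effect; nearly all actives have a fitted effect of over 60% in size; reporter is driven by a mutant NPC1 promoter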
#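 Stably transfected Huh7 (NPC1 promoter→luciferase), 1500 cells/well in Opti-MEM + 10% FBS, 2 h settle, then compound 24 h at 37 °C. Luminescence after 10 min with Amplite reagent.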
# BRCA1 expr up: BRCA1 expression activation; MCF7-BRCA1-FFLuc reporter, luminescence, 48 h; response scale: scaled: vehicle 0%, 10 µM genistein 100%; Potency, µM (series often up to 46.1 µM), without a hit: at the highest dose activation, hits mostly activators; 380,000 tested, 1.1% active; further: potency means the concentration at half of the fitted maximal effect; nearly all actives have a fitted effect of over 80% in size; some results filed as inactive show a strong effect at the top dose
#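 Cells: MCF7-BRCA1-FFLuc, 2000/well. Exposure: 48 h, 37 °C, 5% CO2. Read: luminescence, 15 min post-substrate. Controls: genistein 10 microM (maximal activation), DMSO (neutral).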
# * marks the source's active call; other numbers are inactive results; ? = inconclusive; . = not tested or not shown; & = joins results of further samples; [ ] = dose if it differs, or a comment. Unless noted, the call rests on the fitted dose curve; in most records, active means well fitted curve in the direction sought with a large enough effect; inconclusive means small, poorly fitted or top-dose-only effect, or another doubt; inactive means no such curve, though single readings can be large; an effect the other way counts as inactive or inconclusive.
Compound | TRPV1 ag | Rab9 promoter act | Tb PFK block | ELG1 genotoxic | FLuc modulator | p53 reactivation | ELG1 DNA repair | Gal4-VP16 FLuc | RORgamma inh | NPC1 prom act | BRCA1 expr up
CCn1ncc(Br)c1C(=O)Nc1ccccc1OC | 14 | -8% | 0% | -2% | -2% | 3% | -13% | 2% | -23% | -10% | -13%
CCOC(=O)c1cc(S(=O)(=O)NCc2ccco2)cn1C | -2 | -4% | -2% | 0% | -1% | 8% | 5% | -8% | -9% | -5% | -4%
CCCc1cc(=O)oc2cc(OCC(=O)NCCCn3ccnc3)c(Cl)cc12 | 3 | -4% | -2% | 0% | 3% | 0% | 7% | -7% | -23% | -6% | 8%
CCc1ccccc1NC(=O)NNC(=O)CCc1ccccc1 | -1 | 0% | 0% | -2% | -1% | 1% | 4% | 0% | 7% | 0% | -4%
COc1ccc(/C=N/NC(=O)c2ccc(Cl)c(S(N)(=O)=O)c2)cc1OCC(N)=O | -7 | -1% | 4% | -1% | 3% | -2% | 3% | 2% | -3% | -2% | 1%
CN1CCCN(C(=O)c2ccc(Cl)cc2)CC1 | -1 | 0% | 0% | -7% | -6% | 12% | -25% | 1% | -13% | 9% | -4%
C/C=C/c1ccc(OCC(O)CN2CCCCCCC2)c(OC)c1 (stereo not given) | 2 | 4% | 0% | -7% | -2% | ? | -3% | -8% | -13% | -30%[inhibitor] | -13%
O=C(Nc1ccc(F)c(F)c1)c1ccc(F)c(S(=O)(=O)N2CCC3(CC2)OCCO3)c1 | -8 | -10% | -5% | -7% | -1%&3% | -2% | 7.3µM* | ? | 23% | -13% | -27%
Cc1cc(=O)n2c3ccccc3n(CC(O)CN3CCC(C)CC3)c2c1C#N (stereo not given) | 2 | 11% | 2% | 0% | 2% | -8% | 19% | -3% | -13% | -2% | 9%
CCOC(=O)n1c(=O)oc2ccccc21 | 2 | -5% | 3% | -4% | -3% | -3% | -3% | -6% | 34% | -2% | 9%
COc1ccccc1N1CCN(C(c2cccs2)C(C)NC(=O)C(=O)N2CCOCC2)CC1 (stereo not given) | 2 | -2% | -6% | 4% | -1% | -2% | 3% | 4% | 8% | -5% | 11%
O=C1CCC(C(=O)OC(C(=O)c2c[nH]c3ccccc23)c2ccccc2)=NN1 (stereo not given) | -5 | -7% | 1% | -1% | -1% | 0% | ? | 7.1µM* | 33%[10 µM] | 0% | 13%
CCC1(C)Cc2c(sc3c2c(=O)n(C)c2nnc(SCc4ccccc4)n32)CO1 (stereo not given) | 17 | -15% | -7% | 0% | 2% | -1% | 0% | -10% | ? | 0% | -28%
FC(F)(F)c1cnc(-c2cnc(-c3cccnc3)nc2)c(Cl)c1 | 1 | 4µM* | -4% | ? | ? | 1% | ? | 29% | -1% | 2.5µM* | ?
O=C(NC1CC2CCC1C2)c1ccco1 (stereo not given) | 2 | 0% | 2% | 3% | -2% | 5% | 2% | -1% | -1% | -1% | -1%
Cn1c(/C(C#N)=C(\O)c2ccc(Cl)s2)nc2ccccc21 | 5 | 27% | -9% | 9%[9.26 µM] | -19% | ? | ? | 4.5µM* | 2µM* | 14% | -44%
CCOC(=O)N1CCC(c2nc3ccccc3[nH]2)CC1 | 0 | 0% | -5% | -2% | -2% | -3% | 11% | -8% | -14% | -4% | 4%
C=CCC1(CC=C)CCCN1C(=O)C1CCC(=O)N(CCc2ccc(OC)cc2)C1 (stereo not given) | 27 | 2.5µM* | -8% | ? | 11µM* | ? | ? | -21% | ? | 2.5µM* | ?
CCc1nnc(NC(=O)CSc2nc3cc(OC)ccc3cc2C)s1 | 22 | 1% | 0% | 12% | -7% | -1% | ? | 4% | ? | 0% | 35%
CCc1nnc(NS(=O)(=O)c2ccccc2)s1 | 0 | 0% | 5% | -1% | -3% | . | ? | -10% | 0% | -5% | -1%
CCc1nnc(NS(=O)(=O)c2ccc(N/C=C/C(=O)c3ccc(C)cc3)cc2)s1 | 2 | -6% | -5% | 0% | 24µM* | 30% | 25% | 1% | 34% | 0% | 66%
O=C(COC(=O)CC(c1ccccc1)c1ccccc1)NCc1ccccc1 | ? | -1% | -12% | -6% | 0% | -1% | ? | 5% | 40% | -4% | 4%
CCCc1cnc(N2CCN(C(=O)c3ccccc3)CC2)nc1 | 16 | -2% | -5% | -6% | -1% | -4% | ? | 5% | 19% | -5% | 0%
N#Cc1cccc2c1-c1ccccc1/C2=N/NC(N)=O | -8 | -1% | 9% | -13% | 2% | -6% | -22% | -22% | -13% | -7% | 38%
O=C(c1cccc(Cl)c1)N1CCCC(C(=O)N2CCCCCC2)C1 (stereo not given) | -2 | 4% | 3% | -4% | -3% | 8% | 0% | -2% | -1% | -2% | -1%[1.84 µM]
N#Cc1ccccc1NC(=O)C(=O)NCCc1csc(-c2ccc(F)cc2)n1 | 20 | -5% | -4% | . | -1% | . | . | . | . | -4% | .
O=[N+]([O-])c1ccccc1CS(=O)(=O)c1ccccc1 | 8 | 1% | -1% | 12% | 3% | 6% | 2% | . | . | -6% | 13%
CN(C)c1ccc(CN(C(=O)c2ccc(Cl)c([N+](=O)[O-])c2)C2CCS(=O)(=O)C2)cc1 (stereo not given) | 4 | -1% | -1% | 15% | 0% | 14% | ? | -1% | 38% | -19% | -14%
O=C(/C=C/c1cccs1)NC(=S)Nc1ccc(S(=O)(=O)Nc2ccccc2C(F)(F)F)cc1 | -3 | -2% | -14% | -3% | 5% | 0% | -8% | -6% | 4% | 3% | -6%
CCOC(=O)C1=C(C)OC(N)=C(C#N)C1c1cc(Cl)c(OCC(N)=O)c(OC)c1 (stereo not given) | -4 | . | . | . | 6% | . | . | 22% | 14% | . | -2%
C[C@H](CO)N1C[C@H](C)[C@@H](CN(C)Cc2ccc(Oc3ccccc3)cc2)Oc2c(NC(=O)c3ccncc3)cccc2C1=O | . | . | 5% | -3% | . | -2% | ? | . | . | . | -1%
COc1ccccc1S(=O)(=O)NCc1ccc(C(=O)N(C)Cc2ccc(F)cc2)cc1 | -3 | 2% | -8% | -7% | . | -12% | -22% | . | . | -1% | -25%
Cc1cc(=O)oc2cc3c(cc12)OCCN3 | -1 | 2% | 13% | 5% | 3% | 14% | ? | 15% | 12% | -4% | 12%
COc1ccc([N+](=O)[O-])cc1NC(=O)C1C2C=CC(C2)C1C(=O)O (stereo not given) | -6 | 8% | -5% | -1% | -2% | 6% | ? | 2% | 20% | 6% | -9%
COC(=O)c1ccc(NC(=O)Cn2c([N+](=O)[O-])cnc2C)cc1 | 1 | 0% | -4% | -4% | 1% | 8% | -4% | -10% | -26% | -2% | 9%
Cc1nn(-c2ccc(F)cc2)c(C)c1CN1CCN(CCC(C)C)C(CCO)C1 (stereo not given) | -1 | -4% | -3% | 0% | 0% | -2% | 4% | 0% | -7% | -1% | 0%
COc1cc(/C=C2\CCc3ccccc3C2=O)cc(OC)c1OC | ? | -2% | 0% | 0% | ? | 21% | ? | ? | 21% | 1% | -40%
CC(C)CCn1c(S(=O)(=O)O)nc2ccccc21 | 2 | -7% | 6% | 2% | 0% | -6% | 11% | -8% | -6% | 4% | -13%
COc1ccc(Nc2nc(CC(C)=O)ns2)cc1 | 1 | 3.2µM* | 0% | ? | ? | ? | ? | ? | -13% | ? | 10µM*
CCOC(=O)c1ccc(NC(=O)Nc2cc(C)cc(C)n2)cc1 | -3 | -9% | 5% | 10% | -2% | 4% | 9% | 3% | 3% | -3% | .
O=C(NCc1ccco1)C1CCCN1C(=O)Nc1ccccc1Cl (stereo not given) | -1 | -11% | -7% | -2% | -12% | -2% | -4% | 6% | 3% | -2% | 2%
CCC(C)NC(=O)CCS(=O)(=O)c1ccc(Br)s1 (stereo not given) | -5 | 10% | 11% | -2% | 14% | 2% | 10% | 5% | -11% | 5% | -20%
Cc1c(Cl)cccc1NC(=O)CSC(C)c1nc2ccccc2c(=O)[nH]1 (stereo not given) | 0 | 0% | 3% | 1% | 4% | 5% | -3% | -6% | 4% | -2% | -17%
Cc1ccc(C(=O)Nc2ccc(Oc3ccc(C(=O)O)c(C(=O)O)c3)cc2)cc1C | 0 | -9% | 4% | 1% | 6µM* | 0% | 5% | -28% | -30% | -1% | -24%
O=C(c1ccsc1)N1CCCC(Nc2cccc(F)c2)C1 (stereo not given) | ? | 22% | 4% | 2% | -14% | 11% | 0% | 27% | -5% | 0% | 16%
CC(C)c1nc(N2CCOCC2)c(C#N)c2c1COC(C)(C)C2 | 13 | 0% | 3% | 1% | 1% | -4% | -8% | 0% | -31% | -4% | 13%
